ELG1 genotoxic – inducers of genotoxicity in HEK293T ELG1-luciferase cells; HEK293T ELG1-luciferase reporter, luminescence, 16 h; Potency, µM (titrated, usually from 46 µM), for inactives: top-dose activity change, positive = activation, usual class: activators; actives 1.3% (n = 330,000); further: % of control where 0% means no effect; nearly all actives have a fitted effect of over 60% in size
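Reporter readout depends on ELG1 protein level, which increases with genetic stress. After 16 hr compound exposure at 37 °C, luciferase activity was quantified using ONE-Glo.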
FLuc modulator – counter-screen for miR-21 project: firefly luciferase inhibitors or activators; purified FLuc, Km substrates, luminescence inhibition; actives 6.9% (n = 360,000); Potency, µM (titrated, usually from 57.5 µM), inactives show top-dose activity change, negative = inhibition, usual class: inhibitors; P08659;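 further: plate controls were vehicle for no effect and reference inhibitor for full effect; nearly all actives have a fitted effect of over 55% in size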
Target sequence (P08659 whole entry, looked up): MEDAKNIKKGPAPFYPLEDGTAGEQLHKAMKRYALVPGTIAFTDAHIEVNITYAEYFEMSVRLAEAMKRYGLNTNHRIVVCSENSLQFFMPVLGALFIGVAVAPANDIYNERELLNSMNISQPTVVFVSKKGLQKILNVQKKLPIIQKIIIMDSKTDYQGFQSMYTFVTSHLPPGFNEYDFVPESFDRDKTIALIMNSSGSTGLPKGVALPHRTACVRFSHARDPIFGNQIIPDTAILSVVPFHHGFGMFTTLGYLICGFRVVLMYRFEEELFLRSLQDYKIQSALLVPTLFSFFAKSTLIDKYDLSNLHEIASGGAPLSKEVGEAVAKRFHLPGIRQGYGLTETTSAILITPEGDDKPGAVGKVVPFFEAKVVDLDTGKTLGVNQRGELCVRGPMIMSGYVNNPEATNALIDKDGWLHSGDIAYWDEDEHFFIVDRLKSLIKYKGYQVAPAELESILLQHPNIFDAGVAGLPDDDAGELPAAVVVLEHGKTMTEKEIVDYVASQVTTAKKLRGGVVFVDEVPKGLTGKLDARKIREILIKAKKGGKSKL
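Purified P. pyralis luciferase (10nM final) with 10uM D-luciferin and 10uM ATP (Km levels) in 50mM Tris acetate pH 7.5, 10mM Mg acetate, 0.01% Tween-20, 0.05% BSA; qHTS 6-point titration, ~60 µM downward; luminescence read.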
BRCA1 expr up – increases BRCA1 expression; MCF7-BRCA1-FFLuc reporter, luminescence, 48 h; response scale: scaled: vehicle 0%, 10 µM genistein 100%; Potency, µM (doses to about 46.1 µM), inactives show top-dose activation, usual class: activators; actives 1.1% (n = 380,000); AID 624202; further: nearly all actives have a fitted effect of over 80% in size; some results filed as inactive show a strong effect at the top dose
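MCF7-BRCA1-FFLuc, 2000 cells/well; 2 h attach, 37 °C/5% CO2; compound 48 h; luciferase substrate 15 min; luminescence end-point. Norm. to genistein 10 microM max activation and DMSO; concentration-response curves fitted.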
Rab9 promoter act – Rab9 promoter activation; Huh7 Rab9 promoter-luciferase reporter, luminescence, 24 h; Potency, µM (series often up to 9.22 µM), inactives show at the top dose activation, negative = inhibition, most hits filed as activators; actives 2.8% (n = 320,000); AID 485297; further: % of control where 0% means no effect; nearly all actives have a fitted effect of over 60% in size
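Quantitative HTS format; Huh7 Rab9-luciferase reporter cells (1500/well) receive compound 2 h post-plating, incubate 24 h at 37 °C, then get luciferase reagent for 10 min before luminescence reading.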
VP16 counter – counter-screen for ROR gamma inhibitors: Gal4-VP16 reporter; actives 3.5% (n = 310,000); Drosophila S2 Gal4-VP16 UAS-luciferase, luminescence, 20 h; Potency, µM (top dose mostly 53.6 µM), for inactives: top-dose activity, negative = inhibition, actives largely listed as inhibitors; AID 2546;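 further: Gal4-VP16 expression switched on by copper sulfate through the metallothionein promoter; on the % scale 0 is the no-effect control and ±100 the full control effect; nearly all actives have a fitted effect of over 50% in size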
NPC1 prom act – NPC1 promoter activation; Huh7 NPC1 promoter luciferase reporter, 24 h; Potency, µM (doses to about 9.22 µM), without a hit: at the top dose activation, most hits filed as activators; actives 2.4% (n = 320,000); AID 485313;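 further: % of control where 0% means no effect; nearly all actives have a fitted effect of over 60% in size; reporter is driven by a mutant NPC1 promoter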
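Luciferase expression driven by the NPC1 promoter was measured in stably transfected Huh7 cells after a 24 h compound incubation, using a luciferase reagent and a luminescence read.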
MLL CXXC-DNA inh – inhibitors of human MLL CXXC domain-DNA interaction; AID 2662; Potency, µM (top dose mostly 115 µM), without a hit: at the highest dose activity change, negative = inhibition, actives largely listed as inhibitors; actives 0.037% (n = 290,000); MLL-CXXC / FITC-HOXA9 DNA fluorescence polarization; active means well fitted inhibition curve with a large enough effect in the polarisation, with a control signal flat, not every such curve was filed as active; inconclusive means small, poorly fitted or top-dose-only effect, or effect the other way, or a change in a side signal; inactive means no such curve, though single readings can be large or run the other way; the % refers to the polarisation
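Fluorescence polarization: 7 uM MLL-CXXC (stock) preincubated 5 min with compounds, then 50 nM fluorescein-HOX-A9 DNA (stock) added; 30 min ambient. Buffer 50 mM Tris-HCl pH 7.5, 50 mM NaCl, 1 mM DTT, 0.05% BSA.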
uPA generation – blocks generation of uPA at the cell surface; cell surface uPA generation assay, qHTS; Potency, µM (top dose mostly 38.3 µM), for the others: at the top dose activity change, negative = inhibition, actives largely listed as inhibitors; actives 0.31% (n = 330,000); active means well fitted inhibition curve with a large enough effect; inconclusive means small, poorly fitted or top-dose-only effect; inactive means no such curve, though single readings can be large or run the other way; tested in mouse RAW 264.7 cells; further: on the % scale 0 is the no-effect control and ±100 the full control effect; nearly all actives have a fitted effect of over 55% in size
p53 reactivator – re-activators of mutant p53. H1299 p53-A138V BP100-luciferase reporter, luminescence, 24 h. Potency, µM (titrated, usually from 92.2 µM), for the others: at the top dose activity change, positive = activation, hits mostly activators. actives 0.063% (n = 320,000). AID 504706; further: % of control where 0% means no effect; nearly all actives have a fitted effect of over 45% in size
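H1299 (p53-null), stable ts p53-A138V + BP100-Luc; 1000 cells/well, Opti-MEM/10% FBS; cpd 4 pt, 1:5; 24 h, 37 deg C, 5% CO2; detection reagent 10 min RT; luminescence.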
MBNL1 CUG block – MBNL1-poly(CUG) RNA binding inhibition | Q9NR56 | TR-FRET MBNL1-His/biotin-(CUG)12 binding, 665/545 ratio | Potency, µM (titrated, usually from 57.5 µM), inactives show top-dose activity change, negative = inhibition, actives largely listed as inhibitors | actives 0.036% (n = 280,000); active means well fitted inhibition curve with a large enough effect in the signal ratio, with a control signal flat, not every such curve was filed as active; inconclusive means small, poorly fitted or top-dose-only effect, or effect the other way, or a change in a side signal; inactive means no such curve, though single readings can be large or run the other way; the % refers to the signal ratio; further: on the % scale 0 is the no-effect control and ±100 the full control effect
Target sequence (Q9NR56 whole entry, looked up): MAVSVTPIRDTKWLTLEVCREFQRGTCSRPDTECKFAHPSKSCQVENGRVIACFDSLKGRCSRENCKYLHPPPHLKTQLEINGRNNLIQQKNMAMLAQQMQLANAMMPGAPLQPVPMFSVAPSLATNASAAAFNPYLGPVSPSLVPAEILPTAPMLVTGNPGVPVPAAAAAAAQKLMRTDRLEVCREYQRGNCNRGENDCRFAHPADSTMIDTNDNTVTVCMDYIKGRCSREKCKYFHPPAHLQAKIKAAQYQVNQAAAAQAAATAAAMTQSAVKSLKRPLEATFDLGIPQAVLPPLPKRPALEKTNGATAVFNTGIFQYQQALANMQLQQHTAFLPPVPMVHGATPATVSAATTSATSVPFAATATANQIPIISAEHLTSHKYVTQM
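Ratiometric TR-FRET (665 over 545 nm, excitation 340 nm) tracks disruption of MBNL1-His/biotin-(CUG)12 complex after 60 min at room temperature, with compounds at 92 nM to 58 uM final.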
RORgamma inh – inhibitors of mouse ROR gamma transcriptional activity; P51450; Drosophila S2 Gal4-RORgamma UAS-luciferase reporter, 20 h; Potency, µM (doses to about 53.6 µM), without a hit: at the top dose activity change, negative = inhibition, hits mostly inhibitors; actives 5.4% (n = 310,000); further: on the % scale 0 is the no-effect control and ±100 the full control effect; nearly all actives have a fitted effect of over 60% in size
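Drosophila Schneider cells stably carrying a metallothionein-driven Gal4 DBD–ROR gamma fusion and a UAS-Photinus luciferase reporter were exposed to compound for 1 hr, then induced with copper sulfate (700 uM final) for 20 hr at ambient temperature before luminescence reading.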
An asterisk follows results filed as active; u = inconclusive; x = no result given; & = joins results of further samples; [ ] = dose if it differs, or a comment. Unless noted, the call rests on the fitted dose curve; in most records, active means well fitted curve in the direction sought with a large enough effect; inconclusive means small, poorly fitted or top-dose-only effect, or another doubt; inactive means no such curve, though single readings can be large; an effect the other way counts as inactive or inconclusive. Potency means the concentration at half of the fitted maximal effect.

Values run as follows: ELG1 genotoxic, FLuc modulator, BRCA1 expr up, Rab9 promoter act, VP16 counter, NPC1 prom act, MLL CXXC-DNA inh, uPA generation, p53 reactivator, MBNL1 CUG block, RORgamma inh
1. O=C(NNC(=S)Nc1ccccc1Cl)c1ccncc1
 : 5%, -18%, -5%, 17%, -6%, 3%, -8%, 1%, 12%, -1%, -44%
2. C[C@@H]1CN(Cc2nc(-c3cnccn3)no2)C[C@H](C)O1
 : 1%, 1%, -16%, 1%, 0%, -1%, 3%, 1%, 1%, -3%, 2%
3. COc1ccc(/C=N/NC(=O)c2cccc([N+](=O)[O-])c2)cc1OS(=O)(=O)c1ccccc1
 : x, 2%, 1%, x, u, x, -3%, -3%, x, u, u
4. C=CCn1c(SCc2ccccc2)nc2scc(-c3ccc(C)o3)c2c1=O
 : -2%, 1%, 5%, -7%, 7%, 0%, 5%, x, 3%, 10%, 6%
5. O=C(CCC1CCCC1)Nc1ccc(OCC(=O)N2CCOCC2)cc1
 : 8%, 4.8µM*, 0%, 10%, -11%, 10%, 6%, -7%, u, -5%, u
6. Cn1c(-c2ccc3c(c2)OCO3)cc(=O)c2ccccc21
 : -7%, -11%, 26%, -8%, -19%, -3%, -4%, -10%, -2%, 11%, 21%
7. Cc1cc(=O)[nH]c(N=N/C(=N/Nc2ccc(O)cc2)c2ccccc2)n1
 : u, 11µM*, -11%, 0%, -1%, 4%, u, -8%, u, u, -7%
8. COc1ccc(CCNC(=O)C(=O)NCC2OCCN2S(=O)(=O)c2ccccc2)cc1OC (stereo not given)
 : -1%, 1%, -3%, 5%, -3%, -1%, x, 8%, x, 6%, -4%
9. CSc1ccc(S(=O)(=O)Nc2ccc(S(=O)(=O)Nc3ccc(C)cc3)cc2)cc1
 : -4%, 11%, -14%, 0%, -27%, -2%, 13%, x, 0%, 1%, -5%
10. CCOC(=O)N1CCN(C(=O)c2cn(C)c3ccc(S(=O)(=O)N(C)C4CCCCC4)cc3c2=O)CC1
 : 2%, 1%, -4%, -4%, -1%, -5%, -5%, 6%, -4%, -5%, -9%
11. Cc1ccc(C(=O)OC(C)C(=O)NC2CCCCC2C)cc1S(=O)(=O)N1CCOCC1 (stereo not given)
 : -6%, 0%, -15%, -4%, 12%, 0%, 1%, -23%, -7%, 1%, 0%
12. O=C1NC(=O)/C(=C\c2cn(Cc3ccccc3F)c3ccccc23)N1
 : 12%, 3%, -19%, -2%, 3%, -4%, 7%, 10%, 7%, 0%, -5%
13. COc1ccc(S(=O)(=O)N(CC(=O)O)c2ccc(C)cc2)cc1
 : 1%, -1%, 22%, -8%, -2%, 1%, -2%, 2%, -8%, -4%, -4%
14. Cc1c(/C=N/NC(=O)C(NC(=O)c2ccc3c(c2)OCO3)C(C)C)c2ccccc2n1C (stereo not given)
 : 0%, -1%, -66%, -5%, 7%, -1%, 9%, -7%, -2%, -9%, 20%
15. COc1ccccc1NC(=O)NCCN1C(=O)C2C3C=CC(C3)C2C1=O (stereo not given)
 : 1%, 1%, -2%, -8%, 2%, 1%, 1%, -4%, 3%, -14%, 5%
16. COc1cc(C2CC(=O)Oc3cc(C)cc(C)c32)cc(OC)c1OC (stereo not given)
 : 4%, x, 4%, x, u, x, x, 2%, -3%, x, 21%
17. CC(C)n1c(CCCO)nc2ccccc21
 : -4%, 6%, 2%, 10%, -8%, 1%, -8%, 4%, 3%, 0%, 5%
18. CC(=O)N1CCC2(CC1)NC(=O)N(c1ccccc1)N2
 : 26%, 0%, -19%, -1%, 7%, -3%, -4%, -2%, 6%, -1%, 1%
19. COc1ccccc1C1SCCN1S(C)(=O)=O (stereo not given)
 : -1%, 4%, -14%, 3%, 2%, 2%, 2%, 1%, 1%, -5%, 0%
20. Cn1c(CCNC(=O)c2ccco2)nc2cc(NS(=O)(=O)c3ccccc3)ccc21
 : -19%, -1%, -29%, -2%, 2%, 0%, 0%, -1%, -1%, -2%, 19%
21. CC(C)COP(=O)(c1ccc(N(C)C)cc1)C(O)c1ccccn1 (stereo not given)
 : 16%, 1%, 2%, 3%, 1%, -4%, 3%, 1%, -2%, -2%, -3%
22. Cc1nn(C)c(C)c1C1Nc2ccccc2C(=O)N1O (stereo not given)
 : -1%, 3%, -42%, -2%, -1%, 0%, -4%, -4%, -1%, 6%, u
23. CC(C)CCNC(=S)Nc1ccc([N+](=O)[O-])cc1
 : 0%, u, -37%, 1%, u, 2%, 7%, -20%, u, u, u
24. Cc1nn(C)cc1/C=N/NC(=O)c1sc2ccccc2c1Cl
 : 4%, 27µM*, 0%, 0%, -12%, 5%, -29%, -6%, 1%, u, u
25. C=CCn1c2ccccc2c2nnc(SCN3C(=O)c4ccccc4C3=O)nc21
 : 0%, -1%, -24%, 8%, -8%, -2%, 3%, -2%, 1%, 3%, 9%
26. O=C(O)/C=C/c1ccc(-n2ccnc2)cc1
 : 1%, 3%, 0%, 9%, 5%, 2%, 22%, 1%, 0%, -1%, 14%
27. COc1ccc(C2N=C(N)N=C(N)N2c2ccccc2)cc1OC (stereo not given)
 : 0%, -1%, -5%, 7%, 1%, 3%, 2%, -2%, 0%, -3%, 8%
28. NS(=O)(=O)c1ccc(CNC(=O)Cn2nc(C(F)F)cc2C(F)F)cc1
 : 0%, 0%, -7%, -6%, x, 2%, x, -3%, u, x, x
29. CCN(CC)S(=O)(=O)c1ccc(OC)c(NC(=O)c2cccs2)c1
 : -12%, 7%, 43%, 1%, -15%, -1%, -6%, 2%, 0%, 3%, 19%
30. Cc1cccc(Nc2c(-c3ccc(N4CCOCC4)cc3)nc3ncccn23)c1
 : 4%, u, -2%, -5%, -3%, -1%, 10%, -6%, 2%, 19%, u
31. Cc1ccc(C(=O)NCCN(C)C)cc1C
 : -1%, -1%, 1%, -5%, 8%, -3%, -4%, -1%, -1%, 1%, -25%
32. CCCn1nnnc1NCc1ccc(N2CCCC2)cc1
 : 0%, 1%, -18%, 4%, -2%, -1%, -6%, 1%, -9%, 1%, 0%
33. CCCCCn1c(CCC(=O)Oc2ccccc2OC)nc2c1c(=O)[nH]c(=O)n2CCCC
 : 1%, 4%, -10%, 0%, -6%, 2%, -9%, -1%, -1%, 5%, -7%
34. CCOC(=O)N=S(N)(=O)c1ccc(Cl)cc1 (stereo not given)
 : -2%, 6%, 5%, 1%, -1%, -2%, 6%, 2%, 2%, 4%, -18%
35. CN(CC(=O)Nc1nc2ccccc2s1)S(=O)(=O)c1ccc(Br)cc1
 : -7%, -19%, -27%, -15%, u, -1%, -2%, -18%, 2%, 2%, u
36. Cc1ccc(N=c2c([N+](=O)[O-])nn(-c3ccc(Cl)cc3)n2O)cc1C
 : -4%, -10%, 71%, 1.3µM*, -16%, 1.6µM*, 1%, 1%, u, u, 17%
37. N#Cc1nc(Cl)c(Cl)c(NN)c1Cl
 : -1%, -1%, -22%, -3%, -12%, 1%, -8%, 2%, 4%, -10%, 23%
38. Nc1cccc(Nc2nc(OC(C(F)(F)F)C(F)(F)F)nc(OC(C(F)(F)F)C(F)(F)F)n2)c1
 : -8%, -1%, -76%, 3%, -25%, 1%, 1%, -8%, -12%, 13%, u
39. C/C(N)=C(/C#N)C(=O)COC(=O)CCSc1ccccc1
 : 3%, 2%, -3%&-30%, -3%, x, 3%, -3%, 1%&1%, 6%, -6%, 35%[0.365 µM]
40. O=C(CN(Cc1ccccc1)C(=O)CCC(=O)Nc1ccccn1)NCc1ccc(F)cc1
 : 0%, -1%, 3%, -3%, 3%, 3%, 11%, -4%, 0%, -3%, 7%
41. CCOC(=O)N(C)c1ccc(C(O)(C(F)(F)F)C(F)(F)F)cc1
 : u, -10%, 10%, -6%, -3%, -2%, 2%, 6%, 6%, 0%, 25%
42. O=C(OCC(=O)N1CCc2ccccc21)c1ccccn1
 : 0%, u, 4%, 0%, -9%, 3%, 0%, 3%, 9%, -4%, -17%
43. O=C(Cc1ccccc1)N1CCN(C(=O)c2cccs2)CC1
 : 0%, 2%, 2%, 6%, -3%, -2%, 6%, -3%, -2%, -7%, 7%
44. CCC[C@@H]1CCCC/C=C\CCCC(=O)OCCN1C(=O)OC(C)(C)C
 : -2%, 6%, 0%, -3%, x, -5%, x, 8%, 0%, x, x

Assay outcomes as filed in PubChem.

These rows are one share of the data; rates above refer to the full screens.
